# Htt clearance: mutant huntingtin protein clearance. HeLa Exon1htt(103Q)mCFP, aggregate imaging; zero = plate's median compound well. AID 853. inhibition, % at 1.5 µM. actives 0.42% (n = 47,000);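 active = inhibition of aggregate fluorescence above about 70%, also judged a hit by eye on the cell image, limit read from the data, passing the limit was not always enough; inconclusive = no rule stated for this call; inactive = not judged a hit on image review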;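 note: cells exposed to compound for three days before fixation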
# Htt clearance grain fraction: further read-out of Htt clearance, marked with its call; fraction fluorescence in grains; measured here: aggregate grain fluorescence fraction; stronger effect = lower value;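 scaled fraction of total cell fluorescence in grains with unit not stated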
# * marks the source's active call; other numbers are inactive results; u = inconclusive; x = not tested or not shown. An excerpt; the hit share may differ from the screen's.
# Results follow in this order: Htt clearance grain fraction, Htt clearance
1	CC(C)(C)NC(=O)CN(Cc1cccnc1)C(=O)c1csnn1
    14, 58
2	O=C(NCCCN1CCOCC1)C1COc2ccccc2O1 (stereo unspecified)
    54, -42
3	Fc1ccc(Cn2c(-c3cscn3)nc3ccccc32)c(Cl)c1
    21, 0
4	O=C(NCCCN1CCOCC1)c1cnn2c(-c3ccccc3)cc(-c3ccccc3)nc12
    25, 29
5	O=C(CN1CCN(C(=O)c2cccc(F)c2)CC1)NC1CCCCC1
    28, 19
6	Cc1ccc(SC/C(O)=C(\C#N)c2nc3ccccc3s2)cc1
    25, -25
7	COc1ccccc1Nc1nc(N)nc(-c2oc3ccccc3c2C)n1
    30, -28
8	O=C(Cn1nnc(-c2ccncc2)n1)Nc1ccc2c(c1)CCC2
    14, 16
9	COC(=O)[C@H](C)NC(=O)Nc1ccc(Oc2ccccc2)cc1
    43, -25
10	CCOC(=O)N1CCC(NC(=O)c2cc3c(-c4ccccc4F)nn(C)c3s2)CC1
    20, 59

# Next section:
# Results follow in this order: Htt clearance grain fraction, Htt clearance
11	CN(C)C(=O)CSc1nnc(-c2cc(-c3cccs3)nc3ccccc23)o1
    56, -63
12	CCCCOCCCn1c(-c2ccco2)nc2nc3ccccc3nc21
    23, 42
13	COc1ccc(C(=O)NCc2n[nH]c(=S)n2-c2ccccc2)cc1OC
    29, -24
14	CCOC(=O)c1cc2occc2n1Cc1ccc(F)cc1
    16, 46
15	COc1ccc(C(C(C(=O)c2ccco2)N2CCOCC2)N2CCOCC2)cc1 (stereo unspecified)
    27, -41
16	COC(=O)c1sc(N)c(C(=O)OC)c1COC(=O)C1CC(=O)N(Cc2ccco2)C1 (stereo unspecified)
    14, 29
17	CCC(C)[C@H](NC(=O)NC1CC1)C(=O)O (stereo partly specified)
    32, -82
18	NC(=O)c1cc2n(n1)C(C(F)(F)F)CC(c1ccco1)N2 (stereo unspecified)
    17, 15
19	Cn1c(=O)n(CCc2ccccc2)c(=O)c2c1ncn2Cc1ccccc1
    6.6, 63
20	Cc1cc(C)n(-c2nnc(C)n2N)n1
    30, 23

# Continued:
# Results follow in this order: Htt clearance grain fraction, Htt clearance
21	C[C@H](C(=O)O)c1n[nH]c(=O)c2ccccc12
    24, 32
22	COc1cc(C2NC(C(=O)O)Cc3c2[nH]c2ccccc32)cc(OC)c1OC (stereo unspecified)
    43, -33
23	Cc1cc2occ(CC(=O)NC3=NCCS3)c2cc1C(C)C
    29, 18
24	Cc1cc(NC(=O)CN2CCN(c3ccc(O)cc3)CC2)no1
    25, 38
25	O=C1C2C3C=CC(C3=C(c3ccccc3)c3ccccc3)C2C(=O)N1CCO (stereo unspecified)
    34, -20
26	O=C(c1cccc(F)c1)N1CCN(S(=O)(=O)c2ccccc2)CC1
    33, 5
27	O=C(CCN1CCCCC1)Nn1c(=S)[nH]c2ccccc2c1=O
    35, 8
28	COc1ccc(-c2cc(C(F)(F)F)nc(SCC(=O)Nc3cc(C)on3)n2)cc1
    30, -47
29	Cc1ccc(Nc2cc(=O)oc3ccccc23)c(C)c1
    25, -22
30	O=C(C1CCCN1S(=O)(=O)c1cccc2cccnc12)N1CCn2c1nc1ccccc12 (stereo unspecified)
    26, 22

# (next part)
# Results follow in this order: Htt clearance grain fraction, Htt clearance
31	CCN1C(=O)N(CC)C2C1N(C(C)=O)C(=O)N2C(C)=O (stereo unspecified)
    22, -12
32	CCCC(C)C(=O)Nc1cccc(NC(C)=O)c1 (stereo unspecified)
    47, -28
33	CC1(C)Cc2nc3sc(C(=O)NCCO)c(N)c3cc2CO1
    11, 42
34	Cc1ccc2[nH]c3c(=O)n(CCC4=CCCCC4)cnc3c2c1
    44, -12
35	C=CCNC(=O)c1ccc(Cn2c(=S)[nH]c3cc4c(cc3c2=O)OCO4)cc1
    22, 42
36	Cc1c(C(=O)N2CCOCC2)sc2nc(-c3ccccc3)cn12
    8.2, 53
37	COC(=O)c1cccc(CSc2nnc(C)s2)c1
    15, 25
38	C=CCn1c(C)cc(C(=O)CSc2nnc(NCc3ccccc3)s2)c1C
    39, -26
39	COc1cccc(C(C)NC(=O)Nc2cccc(C(F)(F)F)c2)c1 (stereo unspecified)
    30, 2
40	CCOC(=O)N1CCN(C(=O)C(NC(=O)c2ccc(CC)cc2)C(C)C)CC1 (stereo unspecified)
    19, 4

# (more compounds)
# Results follow in this order: Htt clearance grain fraction, Htt clearance
41	CCNc1nc(OC)nc(Oc2ccc(=O)n(-c3ccccc3)n2)n1
    20, -2
42	Cc1ccc(C)c(NC(=S)NNC(=O)c2csc(C(C)C)c2)c1
    21, -10
43	O=C1C2C3C=CC(C2C(=O)N1C1CCCCC1)C1C(=O)N(C2CCCCC2)C(=O)C31 (stereo unspecified)
    37, -21
44	CCOC(=O)CCSc1nc(C)c2cc(C)c(C)cc2n1
    x, u
45	CN(C)S(=O)(=O)c1ccc(NC(=O)c2ccccn2)cc1
    16, 22
46	CC(C)CCN(C)c1ccc(/C=N/n2cnnc2)cc1
    30, -6
47	Cc1nnc(SCC(=O)Nc2ccc(Cl)cn2)n1Cc1ccccc1
    40, -15
48	CCn1c(SCC(=O)c2ccc(CNC(C)=O)o2)nnc1-c1cccs1
    56, -29
49	CCCC(=O)NC(Nc1ccc(S(=O)(=O)Nc2cc(C)on2)cc1)(C(F)(F)F)C(F)(F)F
    27, -36
50	COCC(=O)Nc1sc2c(c1C(=O)OC)C(C(=O)OC)CC2 (stereo unspecified)
    13, 36

# Further entries
# Results follow in this order: Htt clearance grain fraction, Htt clearance
51	CCC(C)(C(=O)NC1CCCCC1)N(CC1CCCO1)C(=O)c1ccccn1 (stereo unspecified)
    15, 10
52	COCc1cc(C)nc(SCC(=O)N2CCC(C)CC2)c1C#N
    24, -42
53	O=C(CSc1nnc(-c2cccnc2)o1)Oc1ccccc1
    19, 6
54	CCCCN(C)Cc1c(C)[nH]c2ccc(C)cc2c1=O
    56, -33
55	COc1ccc(C2C(C(=O)N3CCOCC3)=C(C)NC3=C2C(=O)CC(C)(C)C3)cc1O (stereo unspecified)
    15, 21
56	N#C/C(=C\c1ccc(OCc2ccccc2)cc1)C(=O)Nc1nc2c(s1)CCN(Cc1ccccc1)C2
    66, -66
57	O=C(CSc1nnc(COc2cccc3ccccc23)o1)N1CCN(C(=O)c2ccco2)CC1
    22, -15
58	O=C1CCC(c2ccccc2)N1C(=O)c1cccnc1 (stereo unspecified)
    22, -16
59	CCCS(=O)(=O)N1CCC(C(=O)NCC2CCCO2)CC1 (stereo unspecified)
    29, 10
60	O=C(Nc1nccs1)C1CCCN(S(=O)(=O)c2cccnc2)C1 (stereo unspecified)
    34, 17

# The list continues:
# Results follow in this order: Htt clearance grain fraction, Htt clearance
61	O=C(Nc1cnccn1)C1c2ccccc2Oc2ccccc21
    16, 15
62	CCOC(=O)c1sc(NC(=O)CSc2nc(-c3ccco3)cc(C(F)(F)F)n2)c(C(=O)OC)c1C
    31, -6
63	CC(Nc1ccc(Cl)cc1)c1cc(Cl)ccc1O (stereo unspecified)
    24, -23
64	CC(=O)N(c1ccccc1)c1c(F)c(F)c(F)c(F)c1F
    14, 10
65	Cc1ccccc1C(=O)N1CCN(c2nc(N3CCOCC3)nc(N3CCOCC3)n2)CC1
    19, -2
66	c1cncc(-c2nc(NCc3ccco3)c3ccccc3n2)c1
    9.4, 45
67	COc1ccc2c3c(c(=O)oc2c1OCC(N)=O)CCCC3
    8.3, 49
68	CCN(CC)CCNc1ncnc2c1[nH]c1ccc(OC)cc12
    33, 6
69	O=c1oc2ccccc2c2c1SC(C(F)(F)F)C2 (stereo unspecified)
    54, -28
70	Cc1ccc(-c2nnn(CC(=O)N(CC(=O)NC3CCCC3)c3ccc(F)c(Cl)c3)n2)o1
    15, 28

# New compounds follow:
# Results follow in this order: Htt clearance grain fraction, Htt clearance
71	CCOC(=O)c1c(C(C)(C)C)oc2ccc(O)cc12
    36, 10
72	Nc1ccc(C(=O)OCc2nc3ccccc3[nH]2)cc1
    35, -3
73	Cc1c(Br)c(=O)[nH]c(=O)n1COCc1ccccc1
    41, -2
74	CCOC(=O)c1cccc(NC(=O)CSc2nnc(-c3cccnc3)n2CC)c1
    21, -9
75	NC(=O)COc1ccc(C2c3c(oc4ccccc4c3=O)C(=O)N2CC2CCCO2)cc1 (stereo unspecified)
    15, 29
76	CCOC(=O)NC(NC(=O)OCC)C(=O)c1ccccc1
    33, 9
77	COc1ccc(OC)c(NC(=O)CSc2nnc(Cn3nnc4ccccc43)n2C)c1
    52, -31
78	COc1ccc(S(=O)(=O)N(C)CC(=O)NC2CCCCC2)cc1OC
    25, -26
79	O=C(O)c1ccc(Cl)cc1NC(=O)C1CCCO1 (stereo unspecified)
    29, -43
80	COc1ccc(-c2cc(C(F)(F)F)nc(SCCC(=O)NCc3ccco3)n2)cc1
    15, 23

# The list continues.
# Results follow in this order: Htt clearance grain fraction, Htt clearance
81	O=C(O)c1ccccc1NC(=O)C1CCCO1 (stereo unspecified)
    38, -95
82	COc1cccc(C2C3CN(C)CC=C3C(C#N)=C(N)C2(C#N)C#N)c1OC (stereo unspecified)
    25, -29
83	Cn1c(SCCCC(=O)c2ccc(F)cc2)nnc1-c1ccncc1
    50, -26
84	COc1ccccc1CNC(=O)C1CC(c2cccc([N+](=O)[O-])c2)=NO1 (stereo unspecified)
    33, 16
85	COC(=O)NCCOc1nc(N(C)C)nc(N(C)C)n1
    24, 45
86	CN1CCN(CC(=O)Nc2ccc(Oc3ccccc3)cc2)CC1
    22, -9
87	COC(=O)Cc1c(C)nc2nc(NCc3ccc(Cl)cc3)[nH]n2c1=O
    31, 9
88	COC(=O)c1[nH]c2ccc(Cl)cc2c1NC(=O)C1CC1
    41, 5
89	Nc1c(C(=O)NCCN2CCOCC2)c2nc3ccccc3nc2n1CCc1ccccc1
    47, -58
90	COc1ccc(Cl)cc1NC(=O)CCN1CCN(C)CC1
    14, 27

# Carrying on.
# Results follow in this order: Htt clearance grain fraction, Htt clearance
91	O=c1cc(-c2ccccc2)[nH]n1-c1ccc([N+](=O)[O-])cc1
    19, 50
92	Cc1cc(N(C)C)cc(C)[n+]1[O-]
    29, 33
93	CNC(=O)c1cc(S(=O)(=O)N(C)C)ccc1Cl
    17, 17
94	Cc1ccc2c(c1)N1C(=O)c3ccccc3C1C1=C(CC(C)(C)CC1=O)N2 (stereo unspecified)
    22, -18
95	O=c1cc(-c2ccccc2)nc2nc(CCc3ccccc3)[nH]n12
    11, 43
96	CCN(CCNS(=O)(=O)c1ccc2c(c1)oc(=O)n2C)c1ccccc1
    56, -17
97	CCCNc1cc(C)c(C#N)c2nc3ccccc3n12
    27, -38
98	CCOC(=O)c1c(NS(=O)(=O)c2ccc(Br)cc2)sc2c1CCC2
    19, -1
99	COCCn1c(C)cc(C(=O)CSc2n[nH]c(N)n2)c1C
    12, 39
100	O=C(NC1CCCCC1)C(c1ccc(F)cc1)N(Cc1ccc2c(c1)OCO2)C(=O)c1cnsn1 (stereo unspecified)
    12, 43

# Further results.
# Results follow in this order: Htt clearance grain fraction, Htt clearance
101	CCOC(=O)C(C(=O)OCC)C(Nc1cccc(Br)c1)c1ccccc1 (stereo unspecified)
    20, 2
102	Cc1csc2nc(CNC(=O)c3cccc(C(F)(F)F)c3)cn12
    19, 37
103	Cc1ccc(S(=O)(=O)NC(CC(C)C)C(=O)Oc2ccc3c4c(c(=O)oc3c2)CCC4)cc1 (stereo unspecified)
    22, 43
104	C=C(C)Cc1c(C)nc(-c2ccccc2)[nH]c1=O
    15, 21
105	O=C(c1ccc(S(=O)(=O)N2CCCCCC2)cc1)N1CCN(c2ccccn2)CC1
    16, 14
106	CCOC(=O)c1c(C)n(C)c2ccc(O)c(CN3CCN(C)CC3)c12
    42, -6
107	COc1ccc(C(C)(C)C)cc1NC(=O)c1ccoc1C
    15, 25
108	COc1ccc(-c2nnc(SC)n2C)cc1
    28, 15
109	CCCn1c(N)c(N2CCCCC2)c(=O)n(CC(=O)Nc2ccc(OC(F)(F)F)cc2)c1=O
    44, -10
110	Clc1ccc(-c2nc(Cc3ccccc3)no2)cc1
    16, 24

# The listing continues:
# Results follow in this order: Htt clearance grain fraction, Htt clearance
111	Nc1c(C(=O)NCCN2CCOCC2)c2nc3ccccc3nc2n1-c1ccccc1
    28, -44
112	O=S(=O)(NCCc1ccccc1)c1ccc(S(=O)(=O)N2CCCCC2)cc1
    42, -23
113	COc1ccc2nc(N3CCCC(C(=O)NCCCN4CCN(C)CC4)C3)sc2c1 (stereo unspecified)
    33, 12
114	CCCc1cc(=O)[nH]c(SCC(=O)Nc2cc3c(cc2C(C)=O)OCO3)n1
    21, -6
115	CCCCCNC(=O)C(C#N)c1nc2ccccc2nc1N1CCCC1 (stereo unspecified)
    19, 8
116	CCn1c2ccccc2c2cc(/C=N/NC(=O)c3ccccc3)ccc21
    29, 14
117	Cc1ccc(-n2ncc3c(NCCCOC(C)C)ncnc32)c(C)c1
    27, 23
118	CC(=O)Nc1ccc2nc(C3CCCCC3)[nH]c2c1
    40, -85
119	O=C(CCN1CCCCC1c1cccnc1)NCc1ccccc1 (stereo unspecified)
    12, 39
120	CC1CN(CC(=O)c2c(N)n(Cc3ccccc3)c(=O)n(C)c2=O)CC(C)O1 (stereo unspecified)
    x, u

# Continued.
# Results follow in this order: Htt clearance grain fraction, Htt clearance
121	CCOC(=O)c1cc2c(=O)n3ccccc3nc2n(Cc2ccco2)c1=NC(=O)c1cccnc1
    32, 15
122	Cc1ccc(/C=c2/sc3nnc(-c4ccccc4Cl)n3c2=O)o1
    16, 12
123	Cc1cc(/C([O-])=C(/C(=S)Nc2ccc(F)cc2)[n+]2ccccc2)c(C)n1-c1ccc(F)cc1
    15, 61
124	O=C(CCCN1C(=O)c2ccccc2C1=O)Nc1sc2c(c1C(=O)NCc1ccco1)CCC2
    26, -25
125	O=C(Cn1cnc2c(nnn2Cc2ccc(F)cc2)c1=O)OCc1ccccc1
    20, -2
